PLK1 PBD block = qHTS for Inhibitors of PLK1-PDB (polo-like kinase 1 - polo-box domain): Primary Screen; Serine/threonine-protein kinase PLK1 (Homo sapiens), P53350; Plk1 PBD binding of FITC phosphopeptide, fluorescence polarization; Potency, µM, for inactives: max response, negative = inhibition, most hits filed as inhibitors; 360,000 compounds, 2.8% hits; further: potency means the concentration at half of the fitted maximal effect; series mostly up to about 57 µM; on the % scale 0 is the no-effect control and ±100 the full control effect; nearly all actives have a fitted effect of over 65% in size
CCT modulator = High-Throughput Screening for Modulators of Cytosolic Chaperonin Activity | 360,000 compounds, 0.3% hits | purified chaperonin ATPase assay, HTRF ADP detection, 30 min | activity change, % (no concentration beside the values), hits read low; in the data active means activity change below about -30%; further: on the % scale 0 is the no-effect control and ±100 the full control effect
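ATPase activity: ADP formed was measured by HTRF Transcreener (665/615 nm ratio) after 30 min at 37 deg C with 10 uM ATP. Compounds screened at one 76 uM concentration against 40 or 20 nM TRiC in Tris pH 7.4/KCl/MgCl2/DTT buffer.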
EPAC1 agonist = qHTS for Agonist of cAMP-regulated guanine nucleotide exchange factor 3 (EPAC1): primary screen; Rap guanine nucleotide exchange factor 3 (Homo sapiens), O95398; EPAC1 agonist qHTS, biochemical assay; response scale: 100% = response to 6.5 mM cAMP; Potency, µM (top dose mostly 154 µM), for inactives: top-dose activation, actives largely listed as activators; 360,000 compounds, 0.073% hits; AID 720707, 2013; further: potency means the concentration at half of the fitted maximal effect; nearly all actives have a fitted effect of over 60% in size
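Read-out is the fluorescence drop as BODIPY-GDP leaves Rap1B (480 nm excitation, 540 nm emission), recorded every 5 minutes over 30 minutes. Reactions held 100 nM EPAC1, 250 nM Rap1B–BODIPY-GDP and 50 uM GDP, with 6.5 mM cAMP setting full activation.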
Mm-Cpn inhibitor = Inhibitors of TCP-1 ring complex (TRiC) of Methanococcus maripaludis (MmCpn): qHTS | Chaperonin Mm-Cpn (Methanococcus maripaludis) | purified Mm-Cpn ATPase, ADP Transcreener TR-FRET | Potency, µM (top dose mostly 76.9 µM), inactives show top-dose activity, negative = inhibition, actives largely listed as inhibitors | 330,000 compounds, 0.031% hits | AID 504842, 2011; further: potency means the concentration at half of the fitted maximal effect; on the % scale 0 is the no-effect control and ±100 the full control effect; nearly all actives have a fitted effect of over 80% in size
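Quantitative HTS used 25 nM Mm-CPN and 10 uM ATP in magnesium/KCl Tris buffer, pH 7.4, with 1 mM DTT. Hydrolysis ran 30 min at 37°C; ADP was read by HTRF.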
WRN inhibitor = qHTS for Inhibitors of WRN Helicase; Potency, µM (titrated, usually from 114 µM), for the others: top-dose activity change, negative = inhibition, hits mostly inhibitors; Bifunctional 3'-5' exonuclease/ATP-dependent helicase WRN (Homo sapiens), Q14191; WRN helicase unwinding, fluorescent forked duplex, kinetic; 360,000 compounds, 0.46% hits; further: potency means the concentration at half of the fitted maximal effect; on the % scale 0 is the no-effect control and ±100 the full control effect; nearly all actives have a fitted effect of over 55% in size
Target sequence (Q14191 whole entry, looked up): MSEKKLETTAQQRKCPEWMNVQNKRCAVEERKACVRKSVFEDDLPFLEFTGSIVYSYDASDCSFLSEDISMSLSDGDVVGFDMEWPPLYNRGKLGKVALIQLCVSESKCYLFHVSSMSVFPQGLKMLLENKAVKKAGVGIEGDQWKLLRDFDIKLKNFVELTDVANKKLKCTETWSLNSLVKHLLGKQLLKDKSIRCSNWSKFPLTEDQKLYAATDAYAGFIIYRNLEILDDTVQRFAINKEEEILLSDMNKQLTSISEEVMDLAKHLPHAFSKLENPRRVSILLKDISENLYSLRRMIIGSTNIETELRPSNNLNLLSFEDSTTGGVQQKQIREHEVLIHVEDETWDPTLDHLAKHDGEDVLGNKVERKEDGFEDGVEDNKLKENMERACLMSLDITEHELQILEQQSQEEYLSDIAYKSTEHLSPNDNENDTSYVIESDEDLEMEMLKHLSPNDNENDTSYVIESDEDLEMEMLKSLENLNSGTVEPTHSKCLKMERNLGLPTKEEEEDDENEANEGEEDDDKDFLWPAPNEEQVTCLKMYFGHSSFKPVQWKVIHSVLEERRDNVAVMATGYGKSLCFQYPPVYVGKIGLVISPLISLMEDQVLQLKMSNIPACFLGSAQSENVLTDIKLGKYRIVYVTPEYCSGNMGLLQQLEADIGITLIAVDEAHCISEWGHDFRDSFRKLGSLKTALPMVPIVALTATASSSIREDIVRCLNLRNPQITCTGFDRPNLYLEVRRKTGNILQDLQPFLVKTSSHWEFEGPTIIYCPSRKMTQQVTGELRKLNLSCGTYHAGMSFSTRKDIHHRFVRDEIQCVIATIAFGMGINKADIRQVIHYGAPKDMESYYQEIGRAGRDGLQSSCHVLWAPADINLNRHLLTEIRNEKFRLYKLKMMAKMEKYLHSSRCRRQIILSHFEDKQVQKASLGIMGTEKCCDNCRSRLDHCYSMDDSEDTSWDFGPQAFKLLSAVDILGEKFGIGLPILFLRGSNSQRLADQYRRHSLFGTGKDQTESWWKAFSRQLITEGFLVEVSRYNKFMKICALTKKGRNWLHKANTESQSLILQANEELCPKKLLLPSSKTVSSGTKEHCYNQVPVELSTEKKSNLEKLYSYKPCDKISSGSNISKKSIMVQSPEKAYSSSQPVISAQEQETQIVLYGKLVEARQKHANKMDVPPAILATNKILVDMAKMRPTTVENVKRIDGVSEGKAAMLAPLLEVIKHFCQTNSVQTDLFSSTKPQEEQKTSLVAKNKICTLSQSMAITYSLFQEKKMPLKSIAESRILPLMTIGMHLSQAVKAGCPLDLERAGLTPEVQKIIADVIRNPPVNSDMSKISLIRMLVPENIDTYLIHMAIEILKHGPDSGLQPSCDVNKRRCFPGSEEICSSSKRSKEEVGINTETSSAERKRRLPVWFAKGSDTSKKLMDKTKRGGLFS
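WRN at 20 nM final preincubated with compound 15 min at room temperature; reaction started with 100 nM fluorophore/quencher forked duplex oligonucleotide and 2 mM ATP final. Unwinding followed kinetically by red fluorescence (ex 525, em 598 nm).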
EPAC2 antagonist = qHTS for Antagonist of cAMP-regulated guanine nucleotide exchange factor 2 (EPAC2): primary screen. Rap guanine nucleotide exchange factor 4 (Homo sapiens), Q8WZA2. EPAC2 GEF exchange of Rap1B-BODIPY-GDP, fluorescence. Potency, µM (series often up to 114 µM), inactives show at the top dose activity, negative = inhibition, usual class: inhibitors. 360,000 compounds, 0.18% hits; further: potency means the concentration at half of the fitted maximal effect; on the % scale 0 is the no-effect control and ±100 the full control effect; nearly all actives have a fitted effect of over 45% in size; many of its hits are not listed in these tables
PI5P4Ka inh = qHTS for Inhibitors of phosphatidylinositol 5-phosphate 4-kinase (PI5P4K). Phosphatidylinositol 5-phosphate 4-kinase type-2 alpha (Homo sapiens), P48426. PI5P4Kalpha enzyme, ADP-Glo luminescence, 60 min; stronger effect = lower value. max response, %. 330,000 compounds, 1.2% hits; active means max response of -50% or lower; inconclusive means between -30% and -50%; inactive means -30% or higher; further: value at the top dose of about 77 µM; on the % scale 0 is the no-effect control and ±100 the full control effect
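Luminescence from ADP-Glo served as readout of PI5P4Kalpha activity in a qHTS format. Reaction: enzyme, substrate, compound, ATP at 5 microM final, 60 min at RT.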
EPAC1 antag = qHTS for Antagonist of cAMP-regulated guanine nucleotide exchange factor 3 (EPAC1): primary screen; 360,000 compounds, 0.14% hits; Rap guanine nucleotide exchange factor 3 (Homo sapiens), O95398; AID 720709, 2013; Potency, µM (titrated, usually from 115 µM), for inactives: at the highest dose activity change, negative = inhibition, usual class: inhibitors; EPAC1 GEF assay, Rap1b-BODIPY-GDP exchange fluorescence;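 further: potency means the concentration at half of the fitted maximal effect; plate controls were vehicle for no effect and positive control for full effect; nearly all actives have a fitted effect of over 50% in size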
Starred values were filed as active, the others as inactive; ? = inconclusive; . = no result given; [ ] = remark or other dose. Unless noted, the call rests on the fitted dose curve; in most records, active means well fitted curve in the direction sought with a large enough effect; inconclusive means small, poorly fitted or top-dose-only effect, or another doubt; inactive means no such curve, though single readings can be large; an effect the other way counts as inactive or inconclusive.

1. C[C@H](NC(=O)c1nc[nH]c1C(=O)NC(c1ccccc1)c1ccccc1)C(=O)OCc1ccccc1
2. NS(=O)(=O)c1cccc(NC(=S)NC(=O)C23CC4CC(CC(C4)C2)C3)c1
3. COc1ccc(OCCN2CCC(C(=O)NC(c3ccc(Cl)cc3)c3ncccc3C)CC2)cc1 (stereo not given)
4. OC(c1ccccc1)c1ccncc1 (stereo not given)
5. COc1ccc(/C(O)=C2/C(=O)C(=O)N(c3ncccn3)C2c2ccc(OC)c(OC)c2)cc1 (stereo not given)
6. CCCCCCC(=O)NNC(=O)CC(=O)Nc1ccccc1C(=O)O
7. COc1ccc(C2SCCN2S(=O)(=O)c2ccc(NC(C)=O)cc2)cc1OC (stereo not given)
8. COC(=O)c1ccccc1N1C(=O)[C@@H]2C(c3ccc(F)cc3)=NO[C@@H]2C1=O

assay / compound	1	2	3	4	5	6	7	8
PLK1 PBD block	-12%	-10%	2%	-6%	-7%	-1%	-2%	-3%
CCT modulator	-4.5	0.0	0.1	-0.1	-3.6	-3.9	1.8	2.8
EPAC1 agonist	-10%	25%	-2%	-3%	1%	-5%	0%	-10%
Mm-Cpn inhibitor	0%	0%	.	-1%	4%	0%	2%	-3%
WRN inhibitor	-3%	-3%	-1%	8%	-29%[57.1 µM]	-2%	-4%	-2%
EPAC2 antagonist	-7%	-6%	9%	-2%	-7%	-15%	-2%	7%
PI5P4Ka inh	21	3	-2	0	2	1	-8	.
EPAC1 antag	-10%	-25%	-9%	2%	11%	?	7%	6%

9. CCOC(=O)Nc1ccc([N+](=O)[O-])cc1C
10. CN(Cc1ccc(F)cc1)C(=O)CCc1nnc(-c2ccccc2)o1
11. CC/C(=N\NC(=O)c1nnn(-c2nonc2N)c1-c1ccc2c(c1)OCO2)c1ccccc1
12. COc1ccc(CN(Cc2ccccn2)C(=O)CN2C(=O)C(C)Oc3ccccc32)cc1 (stereo not given)
13. CCCC(C(=O)NC1CCCC1)N(CCCN1CCOCC1)C(=O)c1snc(C(N)=O)c1N (stereo not given)
14. Cc1cccc(C)c1NC(=O)C1c2ccccc2OCC(=O)N1Cc1ccc2c(c1)OCO2 (stereo not given)
15. CCCCSc1nc(C)cc(SCC(=O)N/N=C/c2cccc(OC)c2O)n1
16. CCCCOc1cccc(C(=O)NC(=S)Nc2cccnc2)c1

assay / compound	9	10	11	12	13	14	15	16
PLK1 PBD block	1%	7%	-2%	4%	-9%	-4%	-3%	-11%
CCT modulator	-1.5	-1.3	0.1	0.6	-1.3	3.1	-0.6	-1.8
EPAC1 agonist	-20%	-18%	-2%	2%	4%	6%	-11%	13%
Mm-Cpn inhibitor	-11%	-5%	-3%	1%	0%	.	-2%	0%
WRN inhibitor	-16%	2%	-3%	-4%	2%	-6%	-11%	-4%
EPAC2 antagonist	10%	-2%	6%	0%	-5%	2%	-6%	-5%
PI5P4Ka inh	-5	-5	5	.	.	-3	2	-3
EPAC1 antag	5%	0%	-1%	-11%	0%	-9%	-7%	-1%

17. S=c1nc2ccccc2c2nc(-c3cccnc3)[nH]n12
18. COc1cccc(CN(C)CC(=O)Nc2ccccc2C(=O)NC2CC2)c1
19. COc1ccc(NC(=O)CSc2nnc(C3CCCCC3)n2N)cc1OC
20. O=C(CSc1ccsc1[N+](=O)[O-])N1CCCCC1
21. CCOC(=O)Cc1ccc(Nc2nc3cc(-c4ccccc4C)sc3c(=O)n2C)cc1
22. Cc1cccc(-c2oc3ccc(-c4ccc5c(c4)OCO5)cc3c2/C=C/c2ccc(N)cc2)c1
23. CCOC1CCCCC1NS(=O)(=O)c1ccc(Cl)cc1 (stereo not given)
24. O=C(CSc1ccc([N+](=O)[O-])cc1)NNC(=O)c1ccccc1F

assay / compound	17	18	19	20	21	22	23	24
PLK1 PBD block	?	2%	-22%	-6%	-21%	-13%	-8%	9.5µM*
CCT modulator	0.4	-2.2	-0.9	-0.3	-2.0	-1.4	-3.4	1.6
EPAC1 agonist	7%	3%	3%	-4%	-9%	-6%	3%	-1%
Mm-Cpn inhibitor	1%	0%	-3%	-2%	.	2%	1%	-1%
WRN inhibitor	-5%	8%	7%	-2%	-1%	-25%	-4%	-7%
EPAC2 antagonist	-4%	-7%	2%	-1%	-28%	6%	-1%	-1%
PI5P4Ka inh	-19	-3	1	3	-2	18	.	-6
EPAC1 antag	-25%	18%	3%	3%	-24%	12%	-8%	30%

25. CCc1nc2ccc(C(=O)NCC3CCCCC3)cn2c1N(C)Cc1ccc(OC)cc1
26. Cc1cn([C@H]2C[C@H](O)[C@@H](/C=C/C(=O)NCc3ccc4c(c3)OCO4)O2)c(=O)[nH]c1=O
27. Cc1ccc2[nH]c3nc(SCC#N)nnc3c2c1
28. Cc1cc(C)cc(OCC(=O)Nc2ccc(N3CCCCC3)cc2)c1
29. O=C(CN1CCN(S(=O)(=O)c2ccc(F)cc2)CC1)Nc1ccc2c(c1)OCO2
30. COc1ccc(CNC(=O)Cn2cc([N+](=O)[O-])cn2)cc1
31. Cc1cc(C)n2nc(SCC(N)=O)nc2n1
32. COc1ccc(Cl)cc1NC(=O)CN1C(=O)NC(Cc2c[nH]c3ccccc23)C1=O (stereo not given)

assay / compound	25	26	27	28	29	30	31	32
PLK1 PBD block	-5%	-1%	-6%	-8%	-7%	-7%	?	17%
CCT modulator	2.4	1.0	0.3	0.1	-3.4	0.5	3.9	-1.5
EPAC1 agonist	-4%	-4%	3%	-6%	3%	-8%	16%	-1%
Mm-Cpn inhibitor	.	.	1%	-1%	-2%	.	-1%	-7%
WRN inhibitor	-8%	-6%	-4%	0%	-6%	11%	-7%	-3%
EPAC2 antagonist	-11%	7%	0%	9%	-4%	0%	?	-12%
PI5P4Ka inh	-4	1	-8	4	2	-5	-6	37
EPAC1 antag	-13%	0%	5%	0%	-1%	9%	8%	-12%

33. O=S(=O)(/N=C(/c1ccc(Cl)cc1)N1CCOCC1)c1ccc(Cl)cc1
34. O=C(NCCc1ccccc1)c1cccc2c(-c3ccc(F)c(F)c3)coc12
35. COc1ccccc1OCC(=O)N1CCC2(CC1)CC(=O)c1ccccc1O2
36. CCC(C)NC(=O)CCSc1ccc(C)cc1 (stereo not given)
37. COc1ccc(NC(=O)/C=C2\SC(=O)NC2=O)cc1
38. COc1cccc(CNC(=O)COC(=O)/C=C/c2ccc(SC)cc2)c1
39. COc1ccccc1C(=O)NC(=O)COC(=O)c1nc2nc(C)cc(C)n2n1
40. CCN(CC)C1CCN(C(=O)c2ccc(OC3CCN(C(=O)CCOC)CC3)cc2)C1 (stereo not given)

assay / compound	33	34	35	36	37	38	39	40
PLK1 PBD block	-4%	-4%	-2%	-12%	-4%	-3%	-8%	-2%
CCT modulator	-2.0	0.8	-3.2	-0.6	6.2	-5.5	-0.9	1.3
EPAC1 agonist	-1%	-2%	2%	5%	-1%	-15%	-2%	-16%
Mm-Cpn inhibitor	0%	.	2%	1%	3%	-1%	4%	.
WRN inhibitor	-12%[57.1 µM]	-7%[57.1 µM]	-3%	0%	-19%	13%	-3%	13%
EPAC2 antagonist	19%	-6%	-4%	-2%	-2%	-6%	13%	10%
PI5P4Ka inh	-1	8	-3	-3	-20	0	-7	1
EPAC1 antag	21%	-23%	-10%	-5%	-11%	23%	4%	11%

41. COc1ccc(C(=O)/C=C(\C)Nc2ccc3c(c2)OCO3)cc1
42. COc1cc2c(cc1NC(=O)CSc1ccc(Cl)cc1)oc1ccccc12
43. Cc1ccc(-n2c(SCc3nc4ccccc4c(=O)[nH]3)nnc2-c2ccccc2O)cc1
44. CC1CC(C)CN(S(=O)(=O)c2ccc(C(=O)N(c3ccccn3)C3CCCCC3)cc2)C1 (stereo not given)
45. COc1ccc(C(=O)COC(=O)Cc2c[nH]c3ccccc23)c(OC)c1
46. CC(=O)Nc1sc(N/N=C/c2ccc(C)cc2)nc1-c1ccc(C)cc1
47. S=C(Nc1ccccn1)Nc1ccccc1Cl
48. O=c1ccc(S(=O)(=O)N2CCCC2)cn1Cc1nc(-c2ccccc2)no1
49. COc1cccc(-c2nc(-c3ccccn3)no2)c1
50. COc1ccc(C(=O)CSc2nnc(COc3ccccc3)n2Cc2ccco2)cc1
51. COc1ccc(CNS(=O)(=O)c2ccc3c(c2)C(C)(C)C(=O)N3C)cc1

assay / compound	41	42	43	44	45	46	47	48	49	50	51
PLK1 PBD block	-10%	-15%	2%	-6%	-4%	-8%	-21%	5%	-16%	-7%	-11%
CCT modulator	-0.8	-0.7	-1.9	0.4	2.0	-1.7	-3.5	-1.0	0.7	-0.8	-1.1
EPAC1 agonist	4%	13%	-3%	-5%	12%	10%	-5%	-2%	-4%	7%	8%
Mm-Cpn inhibitor	-3%	1%	2%	-2%	-1%	-2%	-3%	-2%	-2%	-7%	0%
WRN inhibitor	-1%	-6%	-6%	1%	-2%	9%	-1%	-3%	-11%	-14%	-4%
EPAC2 antagonist	0%	-8%	-5%	-12%	4%	6%	-9%	1%	-5%	-7%	0%
PI5P4Ka inh	-8	-6	-4	-1	-1	-3	6	-4	-13	-8	-6
EPAC1 antag	3%	2%	7%	2%	-2%	-5%	-3%	-12%	0%	-7%	-1%

In another format: results already given.
Each structure is followed by: PLK1 PBD block, CCT modulator, EPAC1 agonist, Mm-Cpn inhibitor, WRN inhibitor, EPAC2 antagonist, PI5P4Ka inh, EPAC1 antag
29: O=C(CN1CCN(S(=O)(=O)c2ccc(F)cc2)CC1)Nc1ccc2c(c1)OCO2
    -7%, -3.4, 3%, -2%, -6%, -4%, 2, -1%
30: COc1ccc(CNC(=O)Cn2cc([N+](=O)[O-])cn2)cc1
    -7%, 0.5, -8%, ., 11%, 0%, -5, 9%
31: Cc1cc(C)n2nc(SCC(N)=O)nc2n1
    ?, 3.9, 16%, -1%, -7%, ?, -6, 8%

The list is partial; the hit share may differ from the screen's.
